KLK7 zymogen act = activates the human kallikrein-7 zymogen. P49862. purified proKLK7, EDANS-DABCYL substrate fluorescence; 100% is mature enzyme control, 0% vehicle. activation, % at 7 µM. 0.9% of 370,000 active;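 active means activation above the mean of all tested compounds plus 3 SD, computed per campaign excluding outliers beyond control limits, cut at about 13% in these data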
Target sequence (P49862 whole entry, looked up): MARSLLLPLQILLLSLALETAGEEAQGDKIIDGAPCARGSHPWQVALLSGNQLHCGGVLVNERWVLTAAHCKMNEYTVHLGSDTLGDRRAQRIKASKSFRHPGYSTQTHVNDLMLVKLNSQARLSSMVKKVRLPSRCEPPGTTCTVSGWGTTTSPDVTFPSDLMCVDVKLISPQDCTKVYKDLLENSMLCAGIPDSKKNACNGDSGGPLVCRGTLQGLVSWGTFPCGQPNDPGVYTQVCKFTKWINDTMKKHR
SIAE inh = inhibitors of human sialic acid acetylesterase SIAE; Q9HAT2; SIAE FP-Rh probe binding, fluorescence polarization; inhibition, % at 9.66 µM; 0.69% of 370,000 active;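 active means inhibition above a cutoff: mean of compounds within the control limits plus 3 SD of those, cut at about 17% in these data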;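 further: 0% = plate median of compound wells and 100% = probe without SIAE protein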
Target sequence (Q9HAT2 whole entry, looked up): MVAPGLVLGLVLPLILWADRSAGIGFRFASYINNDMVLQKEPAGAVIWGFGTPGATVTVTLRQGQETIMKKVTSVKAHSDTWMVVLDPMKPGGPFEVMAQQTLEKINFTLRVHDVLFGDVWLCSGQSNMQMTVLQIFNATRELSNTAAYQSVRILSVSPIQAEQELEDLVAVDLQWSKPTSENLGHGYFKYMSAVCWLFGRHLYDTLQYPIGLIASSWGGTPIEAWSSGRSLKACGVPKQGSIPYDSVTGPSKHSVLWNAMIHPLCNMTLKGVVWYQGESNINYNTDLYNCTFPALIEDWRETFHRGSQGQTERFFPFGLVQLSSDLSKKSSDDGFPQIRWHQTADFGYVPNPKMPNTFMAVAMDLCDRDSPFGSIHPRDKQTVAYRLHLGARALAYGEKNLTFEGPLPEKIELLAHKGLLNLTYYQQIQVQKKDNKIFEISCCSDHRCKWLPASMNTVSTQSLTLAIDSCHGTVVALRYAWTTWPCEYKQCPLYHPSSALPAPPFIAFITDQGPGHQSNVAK
DDE Tn7 FP inh = DD(E)-Tn7 binding inhibition, primary FP screen. P02675. FP displacement of FITC-Tn7 peptide from fibrin DD(E); 0% = median of compound wells per plate. inhibition, % at 8.3 µM. 0.13% of 370,000 active. AID 720508;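 active means inhibition above the mean of compounds falling within the control limits plus 3 SD of them, cut at about 14% in these data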;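 further: 0% = plate median of compound wells and 100% = 10 µM Aha-Tn7 peptide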
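Measure: % inhibition scaled between sample-field median and high-control FP; Test system: human fibrin DD(E); Quantity: 2 µM final DD(E) protein; Doses: one dose, 8.3 µM nominal; Schedule: compound with protein 10 min, then 3 h after probe, room temperature; Detection: fluorescence polarization; Medium: Tris buffer with calcium and detergent, pH 7.8.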
TDP2 inh = TDP2 (human) inhibition, absorbance primary screen | recombinant TDP2, T5PNP hydrolysis, p-nitrophenol absorbance 415 nm | AID 720702 | inhibition, % at 12.8 µM | 0.34% of 370,000 active | O95551;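 active means inhibition above the mean of all tested compounds plus 3 SD, set per campaign, cut at about 25% in these data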;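 further: 0% = DMSO with enzyme and 100% = buffer with substrate but no TDP2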
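Evaluation: % inhibition relative to enzyme-containing and enzyme-free wells. Material: recombinant human TDP2. Benchmarks: enzyme-free and DMSO wells. Timing: enzyme reaction with compound for 2 h at 37 °C. Compound dosing: 12.8 µM only. Measured by: p-Nitrophenol epi absorbance. Reagent: T5PNP substrate at 5 mM, a TopII-DNA adduct mimic. Replication: single well per compound.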
MBD2 DNA inh = inhibitors of human MBD2 binding to methylated oligonucleotide. Q9UBB5. TR-FRET. inhibition, % at 4.4 µM. 0.31% of 370,000 active. AID 686964; in the data active means inhibition above about 13%
TCR CD3 inh = human TCR-CD3 binding inhibition | TAMRA-labeled TCR probe fluorescence, biochemical | inhibition, % at 9.4 µM | 0.37% of 360,000 active; in the data active means inhibition above about 19%;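 further: recombinant mutant TCR 2C K166C tagged with TAMRA read by polarization; 0% = receptor in buffer alone and 100% = receptor with positive control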
LEDGF integ inh = blocks HIV-1 LEDGF/p75-dependent DNA integration; inhibition, % at 3.7 µM; 0.64% of 370,000 active; TR-FRET IN-LEDGF/p75 DNA integration, Eu/Cy5;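 active means inhibition above the screen-wide mean plus 3 SD, cut at about 13% in these data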;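 further: signal is the Cy5 over europium emission ratio at 671 and 618 nm; 0% = plate median of compound wells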
UHRF1 MBD2 ctr = blocks human UHRF1 binding to methylated DNA | 0.75% of 370,000 active | inhibition, % at 4.4 µM | Q96T88 | UHRF1 binding to methylated oligo, TR-FRET; in the data active means inhibition above about 21%;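 further: UHRF1 SRA domain binding a hemimethylated CpG hairpin DNA probe; 0% = median of test compound wells and 100% = reference inhibitor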
Tn6 DDE FP = disrupts Tn6 cyclic peptide binding to fibrin D-Dimer-E complex; P02675; Fibrin DD(E) TRITC-Tn6 fluorescence polarization displacement; inhibition, % at 8.3 µM; 0.21% of 370,000 active;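 active means inhibition above a per-campaign cutoff: mean of compounds within control limits plus 3 SD, cut at about 15% in these data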;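 further: 0% = median of all compound wells on the plate and 100% = blocking peptide control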
PRMT1 FP inh = PRMT1 (human) inhibition, primary screen; Q99873; recombinant PRMT1, activity-based probe fluorescence polarization; inhibition, % at 2.79 µM; 1.3% of 370,000 active;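 active means inhibition above about 21% made by adding two undisclosed values, limit read from the data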
* = called active by the depositor; . = not tested or not shown.

SMILES	KLK7 zymogen act	SIAE inh	DDE Tn7 FP inh	TDP2 inh	MBD2 DNA inh	TCR CD3 inh	LEDGF integ inh	UHRF1 MBD2 ctr	Tn6 DDE FP	PRMT1 FP inh
N#Cc1c(NC(=O)CSc2nc(N)cc(=O)[nH]2)sc2c1CCCCCC2	0.4	-5.3	6.9	1.3	-2.2	4.9	-0.2	12.4	3.5	-0.7
Cc1ccc(C(=O)Nc2ccc(C(=O)N/N=C/c3ccccn3)cc2)cc1	-1.7	-2.9	-0.8	-0.3	0.6	-5.3	1.1	-0.2	-9.5	1.8
COc1cc2ccccc2cc1C(=O)N1CC(C)CC(C)C1 (stereo not drawn)	0.4	1.8	1.1	-1.7	-5.4	2.9	2.2	-2.6	3.1	-2.0
Cc1ccn2cc(C(=O)Nc3ccc4c(c3)OCCO4)nc2c1	0.8	6.3	-11.2	14.1	2.5	6.3	0.0	-2.1	-14.4	-2.6
CC(C)(CNC(=O)C1c2ccccc2-c2ccccc21)N1CCOCC1	-0.2	10.1	8.3	15.9	-2.5	1.6	-0.4	-0.1	7.2	-0.8
CCC(C(=O)NC1CCCC1)n1c(-c2ccncc2)nc2ccccc21 (stereo not drawn)	-1.1	-1.4	1.9	1.7	-0.4	-4.0	-1.4	1.5	5.0	7.2
COc1ccc2c(c1OC)C(=O)N(c1ccc(O)cc1)C2=O	0.2	7.0	-8.8	-6.3	-6.0	4.5	-11.4	8.1	-2.1	-4.3
N#Cc1ccc(OCC(=O)N2CCCC2=O)cc1	0.1	-1.5	4.8	7.2	4.1	-9.7	-6.6	1.6	-0.3	3.2
Cc1cccc(NC(=O)C2CCCN(C(=O)NCc3ccccc3)C2)c1C (stereo not drawn)	0.0	0.7	-0.6	11.1	0.1	-5.1	-0.5	0.5	-3.6	-3.0
COCCNc1ccc(N2C(=O)CCCC2=O)cc1[N+](=O)[O-]	-0.4	-1.9	1.9	7.5	-3.2	4.9	0.0	-3.7	5.0	-1.1
COc1ccc(NC(=O)COc2ccc(CNCCCN3CCOCC3)cc2OC)cc1	0.1	-2.8	1.3	-20.1	-1.8	0.6	4.3	4.2	5.1	-1.4
C=CCn1cnc2scc(-c3ccc(CC)cc3)c2c1=O	0.0	-4.6	-0.8	7.5	-0.3	-2.0	-1.1	-0.3	-0.6	1.3
CN1CCC(=C2c3ccccc3Sc3ccccc32)CC1	0.9	-0.7	-3.6	-3.7	4.4	1.3	-3.2	-0.4	8.2	2.3
CCn1c2ccccc2c2cc(/C=N/n3c(-c4cc(C)[nH]n4)n[nH]c3=S)ccc21	-1.9	-15.6	2.9	3.7	3.9	-0.2	-1.1	-0.8	5.2	6.7
COc1ccc(NC(=O)COC(=O)c2ccc(S(=O)(=O)N3CC(C)CC(C)C3)cc2)cc1OC (stereo not drawn)	0.6	2.8	2.0	4.8	2.2	-4.0	2.4	0.6	-1.8	1.6
COc1ccc(CC(=O)NNS(=O)(=O)c2ccccc2)cc1OC	-0.4	-0.3	-3.8	5.4	-4.4	8.4	2.9	0.0	-0.3	-4.1
CCC(=O)Nc1ccc(Cl)c(NC(=O)c2ccc([N+](=O)[O-])cc2)c1	-0.2	8.6	-1.5	1.4	1.3	4.6	0.5	-1.1	-1.2	-2.9
O=C(CCC1CCCC1)Nc1cccc(Cc2ccncc2)c1	0.9	-3.8	5.2	0.4	0.0	3.8	-2.7	-1.7	5.3	0.4
COc1ccccc1C(=O)CSc1n[nH]c(N)n1	-0.6	-1.1	-3.0	-13.2	2.2	7.3	1.0	6.2	5.3	4.2
Cn1c(=O)c2[nH]c(CN3CCN(Cc4ccccc4)CC3)nc2n(C)c1=O	-0.3	-0.5	3.8	-8.0	3.8	-6.1	-2.2	6.8	-9.0	0.7
Cc1ccc(N(CC(=O)N(C)Cc2ccccc2)S(C)(=O)=O)cc1C	0.6	-0.3	1.0	-8.6	6.4	-4.0	0.3	3.2	0.9	3.9
CCc1nnnn1-c1ccc([N+](=O)[O-])cc1C	-0.1	-0.9	0.6	7.6	-2.3	0.1	-2.0	1.4	-2.4	-2.4
COc1cc(NC(=O)c2cccc3c(-c4cccnc4)coc23)cc(OC)c1OC	0.0	-5.4	-3.3	6.3	-3.2	-2.4	-2.0	-1.0	-12.4	-5.2
CCOC(=O)c1cnc2c(C)cc(C)cc2c1Nc1ccc(S(=O)(=O)Nc2ncccn2)cc1	-0.1	-7.8	-10.2	-21.9	3.0	6.6	2.3	-0.2	-0.1	-4.7
CC(=O)Oc1c(I)cc(I)cc1C(=O)Nc1ccc(Cl)cc1	0.1	5.4	-1.1	-2.2	5.7	6.9	1.5	-1.6	-5.4	5.8
O=C1NC[C@H](Cc2ccc(O)cc2)N(C[C@@H]2CCCN2C[C@H](Cc2ccccc2)N2C[C@H](Cc3ccc(O)cc3)N(CC3CCCCCC3)C(=O)C2=O)C1=O	0.6	5.0	-0.9	-2.2	1.4	0.2	0.7	-0.3	-5.1	-6.3
O=C(CN1C(=O)NC(Cc2c[nH]c3ccccc23)C1=O)Nc1ccccc1C(F)(F)F (stereo not drawn)	-0.1	7.5	-0.8	-5.7	-1.3	-1.9	-3.2	4.3	-1.4	4.6
O=C(Nc1cccnc1)c1ccc(N2CCOCC2)c([N+](=O)[O-])c1	-0.4	3.8	4.6	-16.6	-3.8	0.5	3.0	-2.4	5.0	-1.3
COc1ccccc1Nc1nc(C)cc(=O)[nH]1	-0.4	5.0	3.4	4.8	2.3	2.8	-4.2	1.8	2.0	1.2
COc1ccnc(N=CNOCc2ccc(C)cc2)c1C#N	0.1	-1.3	4.8	1.0	-3.3	-4.8	-2.5	-0.7	1.1	-0.7
CCN(CC)C(=O)N1CCN(C(=O)c2ccc(C)cn2)CC1	-0.2	-2.9	-5.9	1.0	-3.4	2.7	0.6	0.1	-6.5	2.2
Cn1c(CCNC(=O)c2ccco2)nc2cc(NC(=O)c3ccccc3)ccc21	-0.2	2.5	2.8	-8.3	1.0	-3.5	-5.5	-1.1	0.3	0.7
CSCC[C@H](NC(=O)C1CCCC1)c1nc2ccccc2[nH]1	-0.3	-1.8	-3.0	-14.7	1.1	-3.1	-5.2	4.6	-4.7	0.2
COc1ccc(NC(=O)CSc2nnc(-c3ccncc3)n2C)cc1	-0.4	3.4	-4.0	11.1	-2.0	-6.5	-1.8	-0.4	-7.5	0.2
Cc1nnc2sc(-c3ccc(NC(=O)c4ccc(-c5ccc(Cl)cc5Cl)o4)cc3)nn12	0.1	-27.7	-0.5	1.0	-2.1	0.3	-2.3	-2.1	-1.1	2.5
COc1cccc(C(C(=O)NC(C)(C)C)N(Cc2ccco2)C(=O)CCC(=O)Nc2cc(C)on2)c1OC (stereo not drawn)	-0.1	1.5	-4.1	-11.3	3.2	0.6	3.0	2.2	-7.7	0.7
O=S(=O)(c1cccc(-c2cn3ccccc3n2)c1)N1CCCC1	0.6	-3.3	0.8	1.1	6.2	-1.5	-4.1	1.8	2.8	3.3
CNc1nc2ccccc2n(C)c1=O	-0.2	6.1	5.4	5.5	-1.3	-5.8	-2.5	-1.8	-4.3	-2.8
CNC(=O)N(C1=NCC(C)S1)c1ccc(F)cc1F (stereo not drawn)	0.3	7.9	-1.4	-0.1	-3.4	5.8	2.6	-0.2	-10.6	-0.2
Cn1c(=O)c2cc(NC(=S)NCc3ccccc3F)ccc2n1C	34.3*	3.8	2.0	9.4	0.3	0.6	6.3	-0.3	6.0	-2.0
Cc1ccc(C(=O)n2nc(-c3cccnc3)nc2N)cc1	0.4	10.7	2.0	3.7	0.7	4.8	-0.3	-3.2	1.6	-2.0
CCN(CC)S(=O)(=O)c1ccc(NC(=O)Cn2c(=O)sc3ccccc32)cc1	1.0	-5.9	-0.7	4.1	-6.6	5.8	2.2	-1.4	-2.0	-2.2
O=C(NCc1cccs1)c1ccc(Br)o1	0.4	-1.6	0.5	7.8	1.3	8.0	-2.1	-0.4	-2.5	-2.7
CC(=O)N[C@@H](C)CCc1ccc(Oc2ccc(OC(C)C)nc2)cc1	.	-8.6	-0.3	0.8	1.6	.	2.1	2.2	-1.4	-6.1
Cc1cc(C)n(C(=O)CNC(=O)c2ccc(C(C)(C)C)cc2)n1	0.4	-0.8	0.4	1.5	-5.4	2.1	1.4	0.2	-6.1	2.1
CN1CCN(Cc2cccc(Oc3ccc(Cl)cc3)c2)CC1	-0.6	-5.5	-6.7	23.9	4.2	3.8	12.2	11.9	-5.8	-0.3
O=C(NNC(=S)Nc1ccccc1)c1cc(-c2cccnc2)nc2ccccc12	0.0	6.7	-2.0	7.5	0.1	4.4	-1.2	-7.6	-7.0	-2.2
CCOC(=O)c1c(-c2ccc(C)o2)csc1NC(=O)CSc1nnc(C)s1	-0.2	-1.9	-6.3	10.2	-1.6	-3.2	-3.4	-4.4	1.1	63.1*
CC1(C)CC(=O)c2sc(NS(C)(=O)=O)nc2C1	-0.2	-3.0	7.2	2.9	6.7	4.8	2.3	-1.8	-4.8	3.5
COc1ccccc1CN1CCN(S(=O)(=O)c2ccccc2)CC1	0.5	2.2	-1.5	-8.6	1.5	-0.1	0.2	-0.4	6.9	-2.5
O=C(Nc1ccnn1C1CCN(C/C=C/c2ccccc2)CC1)C1CCCC1	-1.1	15.7	-10.2	6.6	-0.1	1.0	1.5	-1.0	2.5	-1.0
COc1ccc(-c2[nH]ncc2CN(C)C(C)c2ccon2)c(OC)c1 (stereo not drawn)	0.2	-5.5	-6.3	9.8	-3.2	5.6	4.3	-2.3	-2.6	0.2
COC(=O)c1cccc(Nc2cc(C)n(-c3cccc(C(=O)OC)c3)c(=O)c2)c1	0.1	-0.7	-0.9	0.3	-1.0	3.6	1.1	2.4	-4.4	1.3
Cn1c(N)nc2nc[nH]c2c1=S	0.7	3.9	-9.9	5.6	-7.5	-0.9	4.1	-0.3	-4.0	-0.6
CC1(C)CC(NC(=S)Nc2ccc(S(N)(=O)=O)cc2)CC(C)(C)N1	-1.0	-0.4	1.4	13.0	2.3	-0.1	-1.2	2.6	-3.5	4.8

Reformatted with two lines to a compound: entries from further up.
Each structure is followed by: KLK7 zymogen act | SIAE inh | DDE Tn7 FP inh | TDP2 inh | MBD2 DNA inh | TCR CD3 inh | LEDGF integ inh | UHRF1 MBD2 ctr | Tn6 DDE FP | PRMT1 FP inh
> COc1ccc(-c2[nH]ncc2CN(C)C(C)c2ccon2)c(OC)c1 (stereo not drawn)
→ 0.2 | -5.5 | -6.3 | 9.8 | -3.2 | 5.6 | 4.3 | -2.3 | -2.6 | 0.2
> COC(=O)c1cccc(Nc2cc(C)n(-c3cccc(C(=O)OC)c3)c(=O)c2)c1
→ 0.1 | -0.7 | -0.9 | 0.3 | -1.0 | 3.6 | 1.1 | 2.4 | -4.4 | 1.3
